Bioassay records from PubChem.
LYP inhibition = LYP phosphatase inhibitors, primary screen, biochemical, DiFMUP fluorescence, recombinant catalytic domain, 10 µM (AID 606). recombinant LYP catalytic domain, DiFMUP fluorescence; higher % means a stronger effect. 52,000 tested, under 10 active. inhibition, % at 10 µM, or IC50 in µM where a hit was titrated;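 active = IC50 under 40 µM in the dose-response test; inactive = IC50 of 40 µM or more, or never dose-tested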
DPM-DC inhibit = blocks S. pneumoniae diphosphomevalonate decarboxylase. actives 0.49% (n = 65,000). purified DPM-DC, PK/LDH coupled NADH fluorescence. AID 556. calls only at 10 µM;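 active = the 320 compounds with the highest percent inhibition in the single-dose primary screen, excluding strongly autofluorescent ones, cut at about 32% in these data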;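 also: kinetic rate of NADH fluorescence loss reporting ADP formed by the decarboxylase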
MK inhibit = S. pneumoniae mevalonate kinase inhibition. actives 0.48% (n = 65,000). AID 555. purified MK, PK/LDH-coupled NADH absorbance 340 nm. inhibition, % at 10 µM;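 active = ranked among the strongest by inhibition in the single 10 µM screen, a fixed top-ranked set picked for dose follow-up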; also: no value below 0 was filed
Spn PMK inh = inhibitors of Streptococcus pneumoniae phosphomevalonate kinase; inhibition, % at 10 µM; purified PMK, PK/LDH-coupled NADH absorbance 340 nm; actives 0.49% (n = 65,000);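 active = top-ranked compounds by inhibition in the single 10 µM screen, taking a fixed number of the strongest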;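 also: 0% = full reaction with DMSO carrier and 100% = background rate without enzyme reaction; no value below 0 was filed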
HPDE-C7 viability = HPDE-C7 pancreatic duct cell viability loss – fluorescence, HTS (AID 430); HPDE-C7 pancreatic duct cells viability, fluorescence; higher % means a stronger effect; one-dose cytotoxicity, % at 10 µM; EC50 in µM for titrated hits; actives 1.8% (n = 63,000);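 also: cells exposed to compound for 48 hours before viability readout; 0% = vehicle and 100% = reference cytotoxic drug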
TNAP inhibition = human TNAP enzyme inhibitors, biochemical, luminescent (AID 518); purified TNAP enzyme, luminescent substrate readout; higher % means a stronger effect; inhibition, % at 20 µM, or IC50 in µM where a hit was titrated; actives 0.09% (n = 64,000); in the data active = a potency from the dose series; inactive = the rest, 99 in 100 with inhibition below about 22%;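 also: plate controls were vehicle for no effect and reference inhibitor for full effect; many of its hits are not listed in these tables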
Bfl-1 displacement = displacement of Bid BH3 peptide from Bfl-1 – biochemical, fluorescence polarization, FITC-Bid, mouse, primary screen (AID 432); FITC-Bid BH3 peptide fluorescence polarization displacement; higher % means a stronger effect; displacement, % at 20 µM; hits with a dose series show IC50 in µM; actives 0.02% (n = 64,000); in the data active = a potency from the dose series; inactive = the rest, 99 in 100 with displacement below about 15%; also: strong numbers were not always called active
HT1080 cytotoxicity = cytotoxicity in HT1080 fibrosarcoma cells, cell-based, fluorescence readout (AID 620); HT1080 viability, fluorescence; higher % means a stronger effect; cytotoxicity, % at 10 µM; hits with a dose series show EC50 in µM; actives 0.42% (n = 87,000);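 also: cells exposed to compound overnight then 4 h with Alamar Blue; 0% = vehicle DMSO and 100% = killing control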
HPDE-C7K KRASV12 = cytotoxicity in KRAS-transformed pancreatic duct cells, primary screen, cell-based, fluorescence, HTS (AID 431). one-dose cytotoxicity, % at 10 µM; EC50 in µM for titrated hits. actives 1.7% (n = 63,000). HPDE-C7K KRASV12 cells, Alamar Blue viability, 48 h; higher % means a stronger effect;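 active = compounds whose percent cytotoxicity in the single-dose primary screen, scaled between solvent and toxic-drug controls, exceeds 50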;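 also: 0% = DMSO solvent wells and 100% = doxorubicin-treated wells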
Spn PMK inh pilot replicates = second read-out of Spn PMK inh, no call of its own (marks repeat the call); inhibition, %; measured here: pilot screen replicates
MK inhibit pilot replicates = second read-out of MK inhibit, no call of its own (marks repeat the call); inhibition, %; measured here: pilot screen replicates
DPM-DC inhibit pilot screen % = second read-out of DPM-DC inhibit, no call of its own (marks repeat the call); inhibition, %; measured here: pilot screen trials
Starred values were filed as active, the others as inactive; i = inactive; . = no result given. Rule as the data show it, unless noted: active = cytotoxicity above about 50%; inactive = the rest.

SMILES | LYP inhibition | DPM-DC inhibit | MK inhibit | Spn PMK inh | HPDE-C7 viability | TNAP inhibition | Bfl-1 displacement | HT1080 cytotoxicity | HPDE-C7K KRASV12 | others
CNc1nc(Nc2ccc(C(C)=O)cc2)nc(OC(C(F)(F)F)C(F)(F)F)n1 | 3% | i | 5 | 0 | 17% | 10% | -3% | . | 24%
Cc1ccc(Nc2nc(C(=O)N3CCC(C(=O)NCCN4CCOCC4)CC3)cs2)cc1 | . | i | 10 | 13 | 8% | 11% | 1% | 4% | 9%
Cc1c(C(=O)NCC2CCCO2)oc2ccc3c(c12)C(=O)CC(C)(C)O3 (stereo not drawn) | 0% | i | 4 | 13 | 6% | 7% | -1% | . | 4%
O=C(Cn1cccc1)Nc1ccc(F)cc1F | -1% | i | 6 | 5 | -6% | 6% | -1% | 1% | 1%
COC(=O)Cc1c(C)nc2nc(-c3cccnc3)[nH]n2c1=O | 4% | i | 8 | 5 | -27% | 6% | 7% | 1% | -20%
Cc1cc2c(cc(C(=O)OCC(=O)NCc3cccs3)n2C(C)C)o1 | 1% | i | 0 | 10 | 58%* | 14% | -1% | 50% | 60%* | Spn PMK inh pilot replicates=0.0;MK inhibit pilot replicates=0.0;DPM-DC inhibit pilot screen %=0.5
CCn1cc(/C=C(/C#N)S(=O)(=O)c2ccccc2)cn1 | 8% | i | 3 | 0 | -7% | 15% | -6% | 5% | 2% | Spn PMK inh pilot replicates=1.5;MK inhibit pilot replicates=2.0;DPM-DC inhibit pilot screen %=2.5
CC(=O)c1cccc(NC(=O)c2cnn3ccccc23)c1 | -1% | i | 9 | 15 | -6% | 1% | 0% | 3% | -14%
N#Cc1nc(COc2ccccc2F)oc1NCCc1ccccc1 | 6% | i | 4 | 6 | 37% | 10% | 14% | 12% | 31%
COc1ccc(Cl)cc1NC(=O)CN(C1CCCCC1)S(C)(=O)=O | 7% | i | 9 | 7 | 4% | 19% | -3% | 4% | -18%
O=C(COC(=O)c1cccs1)NCc1ccccc1 | -1% | i | 0 | 7 | 0% | 11% | -1% | -2% | -4%
Cn1c(CN2CCC(C(N)=O)CC2)c(C#N)c2ccccc21 | -2% | i | 7 | 0 | . | . | . | 10% | .
Cc1cc2c3c(c1)C1(C(=O)N3C(C)(C)CC2C)C(C#N)=C(N)Oc2n[nH]c(C)c21 (stereo not drawn) | 1% | i | 7 | 0 | 0% | -3% | 0% | 1% | 8%
CC(c1ccco1)N(C(=O)COc1ccc(Cl)cc1Cl)c1ccccn1 (stereo not drawn) | -2% | i | 8 | 0 | 3% | 11% | -2% | -6% | 9% | Spn PMK inh pilot replicates=1.0;MK inhibit pilot replicates=0.0;DPM-DC inhibit pilot screen %=0.0
CC(C)Cn1cnc2c1c(=O)n(CC(=O)Nc1ccc3c(c1)OCO3)c(=O)n2Cc1ccccc1 | 11% | i | 3 | 10 | 6% | 8% | -10% | -8% | 4%
COc1ccc(C(=O)N2CCCC(c3nc(-c4cc(OC)c(OC)c(OC)c4)no3)C2)cc1 (stereo not drawn) | 12% | i | 0 | 16 | -4% | 7% | -7% | 3% | -4%
Cc1ccc(C(C#N)N2CCOCC2)cc1 (stereo not drawn) | 6% | i | 0 | 18 | 2% | 11% | 2% | -2% | 8%
CN(C)c1ccc(C2N(c3ccc(Cl)cc3)C(=O)C3CCCN32)cc1 (stereo not drawn) | 2% | i | 6 | 18 | -5% | 9% | -5% | -3% | 5%
CCOC(=O)C1CCCN(C(=O)C2CCN(S(=O)(=O)CC)CC2)C1 (stereo not drawn) | 22% | i | 0 | 10 | 0% | 8% | 2% | -6% | -4%
COc1cc(OC)cc(-n2nnnc2SCC(=O)NCc2ccc3c(c2)OCO3)c1 | 0% | i | 9 | 6 | -2% | -5% | -1% | -4% | 3%
Nc1nc(Cn2nnc(-c3ccccc3F)n2)nc(N2CCOCC2)n1 | . | i | 9 | 18 | -10% | 0% | 0% | -5% | -5%
CCn1nnnc1-c1ccc(OC)c(S(=O)(=O)Nc2ccc(C(=O)OC)cc2)c1 | -16% | i | 3 | 0 | -3% | -4% | 11% | 8% | -11%
CCS(=O)(=O)Nc1ccc(Cc2ccncc2)cc1 | -6% | i | 4 | 0 | -12% | 5% | -1% | -4% | -16%
O=C(NCc1cccs1)c1cc2c(s1)CCCC2 | 0% | i | 1 | 17 | -18% | 15% | 3% | 10% | -5% | Spn PMK inh pilot replicates=0.0;MK inhibit pilot replicates=3.0;DPM-DC inhibit pilot screen %=0.0
CS(=O)(=O)NCc1nnc(SCc2ccccc2C(F)(F)F)o1 | 5% | i | 6 | 19 | -1% | 1% | -8% | -7% | -7%
COc1ccc(NC(=O)c2sc(SC)nc2N)cc1 | -3% | i | 5 | 15 | -3% | 10% | -4% | -9% | 3%
O=C(CCN1C(=O)c2ccccc2C1=O)Nc1ccc(-c2nc3ccccc3o2)cc1 | 13% | i | 4 | 12 | -2% | 3% | -8% | 1% | -2%
Cn1cc(CN2CCc3ccccc3C2)c2ccccc21 | 6% | i | 0 | 12 | 8% | 12% | 4% | 4% | 1% | Spn PMK inh pilot replicates=5.5;MK inhibit pilot replicates=0.5;DPM-DC inhibit pilot screen %=1.0
CCN(C1CCCCC1)S(=O)(=O)c1ccc(S(=O)(=O)NCCc2ccncc2)cc1 | 3% | i | 0 | 15 | -7% | -6% | -4% | 1% | -20%
O=C(O)c1ccc(COc2c(F)c(F)cc(F)c2F)cc1 | -5% | i | 2 | 6 | 4% | 8% | -4% | 6% | 2% | Spn PMK inh pilot replicates=2.5;MK inhibit pilot replicates=0.0;DPM-DC inhibit pilot screen %=0.0
O=C1c2cccnc2C(Nc2ccc(S(=O)(=O)N3CCCCC3)cc2)N1Cc1ccccc1 (stereo not drawn) | 5% | i | 4 | 16 | 0% | 7% | 1% | 7% | 1%
CCCNC(=O)C(Cc1ccccc1)NS(=O)(=O)c1cccc2nsnc12 (stereo not drawn) | 2% | i | 0 | 17 | 0% | 13% | 0% | 0% | -8%
CCN1CCN(Cc2ccc3c(c2)Cc2ccccc2-3)CC1 | . | i | 13 | 13 | -15% | 5% | 5% | -5% | 33%
CCCN(CCC)C(=O)C1c2ccccc2Oc2ccccc21 | 7% | i | 2 | 8 | -14% | 1% | -5% | -7% | -20%
O=C1CC(N2CCN(c3ccccc3Cl)CC2)C(=O)N1c1cccc(F)c1 (stereo not drawn) | -7% | i | 3 | 2 | -1% | 4% | 1% | -5% | -4%
CCOC(=O)c1ccc(NC(=O)c2nn(C)cc2Br)cc1 | . | i | 1 | 14 | 8% | 9% | -10% | 10% | 4%
COc1ccccc1C(=O)n1nc(-c2ccccc2)nc1N | -10% | i | 4 | 12 | 6% | 26% | -1% | 9% | -2% | Spn PMK inh pilot replicates=2.5;MK inhibit pilot replicates=0.0;DPM-DC inhibit pilot screen %=1.0
COc1ccc(NC(=O)c2ccc(-n3nc(C)c[n+]3[O-])cc2)cc1 | 14% | i | 0 | 12 | -12% | 6% | 2% | -2% | -7%
CCn1c(=O)cc(OCC(=O)Nc2ccc(Cl)cn2)c2ccccc21 | . | i | 1 | 14 | -9% | 11% | 1% | -5% | 4%
O=C(c1ccco1)N1CCN(C(=O)C2CCCc3c2[nH]c2ccc(Cl)cc32)CC1 (stereo not drawn) | . | i | 8 | 14 | 28% | 5% | 5% | 10% | 29%
Cc1nnc(NC(=O)CSc2nnc(-c3ccc(S(=O)(=O)N4CCCC4)cc3)n2C)s1 | 19% | i | 0 | 17 | -21% | 2% | -7% | -8% | 6% | Spn PMK inh pilot replicates=2.0;MK inhibit pilot replicates=0.0;DPM-DC inhibit pilot screen %=1.0
COC(=O)C1(C#N)C(c2ccccc2)C1(C(=O)OC)C(=O)OC (stereo not drawn) | 8% | i | 11 | 10 | -5% | 3% | -1% | 0% | -3% | Spn PMK inh pilot replicates=5.5;MK inhibit pilot replicates=2.0;DPM-DC inhibit pilot screen %=1.0
COc1ccc(C)cc1S(=O)(=O)N1CCCCC1 | 18% | i | 0 | 0 | 3% | 12% | 3% | 0% | -7%
CSc1cccc(NC(=O)C2CCCN2S(=O)(=O)c2ccc3c(c2)CCC(=O)N3)c1 (stereo not drawn) | . | i | 2 | 4 | -5% | 9% | -4% | . | -1% | Spn PMK inh pilot replicates=0.0;MK inhibit pilot replicates=2.5;DPM-DC inhibit pilot screen %=3.5
Nc1c(C(=O)c2ccc(F)cc2)oc2ccccc12 | 11% | i | 4 | 8 | . | . | . | 2% | .
O=S(=O)(NCCCN1CCN(c2ccccc2F)CC1)c1cccc2cccnc12 | 8% | i | 0 | 2 | -2% | 4% | 1% | -1% | 0%
COc1cccc(N2C(=O)CC(N3CCN(S(=O)(=O)c4ccccc4)CC3)C2=O)c1 (stereo not drawn) | 14% | i | 2 | 14 | -6% | 2% | -11% | 22% | -10%
CCCS(=O)(=O)N1CCCC(C(=O)NCCN2CCOCC2)C1 (stereo not drawn) | . | i | 1 | 11 | 5% | 2% | -1% | 5% | 7%
Cc1ccc(OCC(=O)Nc2ccc3c(c2)nc2n3CCOC2)cc1 | 9% | i | 0 | 1 | 9% | 6% | -6% | -12% | -3%
Cc1[nH]c(=O)[nH]c(=O)c1S(=O)(=O)NCCOC12CC3CC(CC(C3)C1)C2 | . | i | 7 | 23 | -7% | 12% | -2% | 3% | 2%
Cc1nnc(SCC(=O)N2CCC(Cc3ccccc3)CC2)n(N)c1=O | 5% | i | 0 | 7 | . | . | . | -7% | .
COc1cccc(N2CCN(C3CC(=O)N(c4cccc(Cl)c4)C3=O)CC2)c1 (stereo not drawn) | -3% | i | 9 | 0 | 2% | 0% | 2% | 6% | -5%
Cc1cccc(NC(=O)c2ccc(S(=O)(=O)N(C)C)cc2)n1 | 12% | i | 10 | 2 | -15% | 8% | -5% | 36% | -1% | Spn PMK inh pilot replicates=0.5;MK inhibit pilot replicates=1.0;DPM-DC inhibit pilot screen %=1.5
Cc1cc(=O)cc(C)n1-c1ccccc1N1CCOCC1 | 0% | i | 4 | 11 | -13% | 9% | 1% | 1% | -8%
O=C(NCC(=O)N1CCCC1C(=O)O)OC1CCCCC1 (stereo not drawn) | -2% | i | . | 6 | 8% | 10% | -10% | -8% | 9%
COC(=O)c1cc(Cl)c(NC(=O)c2ccco2)cc1OC | 13% | i | 9 | 8 | -31% | 7% | -5% | 10% | -39%

Fetched by structure from above:
SMILES | LYP inhibition | DPM-DC inhibit | MK inhibit | Spn PMK inh | HPDE-C7 viability | TNAP inhibition | Bfl-1 displacement | HT1080 cytotoxicity | HPDE-C7K KRASV12 | others
O=S(=O)(NCCCN1CCN(c2ccccc2F)CC1)c1cccc2cccnc12 | 8% | i | 0 | 2 | -2% | 4% | 1% | -1% | 0%
Cc1nnc(SCC(=O)N2CCC(Cc3ccccc3)CC2)n(N)c1=O | 5% | i | 0 | 7 | . | . | . | -7% | .
